HP1b binding inh: HTS for Inhibitors of HP1-beta Chromodomain Interactions with Methylated Histone Tails. Chromobox protein homolog 1 (Homo sapiens), P83916. AlphaScreen HP1-beta / biotin-H3K9me3 peptide binding. Potency, µM (series often up to 114 µM), inactives show at the highest dose activity change, negative = inhibition, most hits filed as inhibitors. actives 0.56% (n = 390,000). AID 540317, 2011; further: potency means the concentration at half of the fitted maximal effect; nearly all actives have a fitted effect of over 70% in size; inactives centre near 23
Target sequence (P83916 whole entry, looked up): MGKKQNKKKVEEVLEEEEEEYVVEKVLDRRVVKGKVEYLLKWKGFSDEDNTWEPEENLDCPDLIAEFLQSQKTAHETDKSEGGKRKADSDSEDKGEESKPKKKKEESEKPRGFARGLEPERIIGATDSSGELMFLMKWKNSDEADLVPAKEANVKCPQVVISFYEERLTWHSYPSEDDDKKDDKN
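AlphaScreen: HP1-beta (50 nM) preformed 30 min with biotin-H3(1-18)K9me3 peptide (50 nM) in PBS pH 7.4, 0.01% Tween-20. Compound added for 30 min at RT, then streptavidin donor/nickel chelate acceptor beads (10 ug/mL) for 30 min.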
JMJD2A Tudor inh: qHTS Assay for Inhibitors of JMJD2A-Tudor Domain; AID 504339, 2011; AlphaScreen JMJD2A-Tudor / H3K4me3 peptide binding; Potency, µM (series often up to 114 µM), for inactives: at the top dose activity change, negative = inhibition, usual class: inhibitors; actives 4.4% (n = 390,000); further: potency means the concentration at half of the fitted maximal effect; on the % scale 0 is the no-effect control and ±100 the full control effect; nearly all actives have a fitted effect of over 50% in size
Pin1 inh: qHTS Assay to Find Inhibitors of Pin1; actives 0.009% (n = 390,000); Potency, µM (series often up to 115 µM), without a hit: at the top dose activity, negative = inhibition, actives largely listed as inhibitors; Pin1 FP peptide displacement, HiFluor488, 10 min; Peptidyl-prolyl cis-trans isomerase NIMA-interacting 1 (Homo sapiens), Q13526; AID 504891, 2011; active means well fitted inhibition curve with a large enough effect in the polarisation, with a control signal flat, not every such curve was filed as active; inconclusive means small, poorly fitted or top-dose-only effect, or effect the other way, or a change in a side signal; inactive means no such curve, though single readings can be large or run the other way; the % refers to the polarisation; further: potency means the concentration at half of the fitted maximal effect; on the % scale 0 is the no-effect control and ±100 the full control effect
PGK inhibitor: qHTS Assay to Find Inhibitors of Phosphoglycerate Kinase. AID 602233, 2012. actives 0.043% (n = 380,000). Phosphoglycerate kinase, glycosomal (Trypanosoma brucei brucei), P07378. PGK/GAPDH coupled, Kinase-Glo luminescence, 60 min. Potency, µM (doses to about 57.5 µM), for the others: top-dose activity change, negative = inhibition, actives largely listed as inhibitors; further: potency means the concentration at half of the fitted maximal effect; on the % scale 0 is the no-effect control and ±100 the full control effect; nearly all actives have a fitted effect of over 60% in size
Target sequence (P07378 whole entry, looked up): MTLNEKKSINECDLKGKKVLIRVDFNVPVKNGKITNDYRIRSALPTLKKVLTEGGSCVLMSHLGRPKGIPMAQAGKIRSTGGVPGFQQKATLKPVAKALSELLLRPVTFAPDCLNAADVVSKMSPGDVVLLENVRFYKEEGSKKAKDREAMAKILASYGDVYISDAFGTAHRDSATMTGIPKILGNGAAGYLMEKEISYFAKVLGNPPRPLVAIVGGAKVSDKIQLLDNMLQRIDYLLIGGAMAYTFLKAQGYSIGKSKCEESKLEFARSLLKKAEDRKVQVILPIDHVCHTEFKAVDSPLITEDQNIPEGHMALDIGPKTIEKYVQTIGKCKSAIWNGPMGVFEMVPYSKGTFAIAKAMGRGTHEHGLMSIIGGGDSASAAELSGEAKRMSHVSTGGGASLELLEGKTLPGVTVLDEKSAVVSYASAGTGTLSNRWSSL
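Luminescent ATP detection (Kinase-Glo Plus) follows a 60-minute room-temperature incubation, with wells lacking PGK as controls. Buffer: 100 mM TEA (pH 7.6), 5 mM MgCl2, 0.01% Tween-20. Coupling enzyme GAPDH (100 nM final) supplies unstable 1,3-BPG in-well.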
BAZ2B inh: qHTS Assay for Inhibitors of BAZ2B | Potency, µM (highest dose often 114 µM), for the others: at the top dose activity change, negative = inhibition, most hits filed as inhibitors | Bromodomain adjacent to zinc finger domain protein 2B (Homo sapiens), Q9UIF8 | actives 4.4% (n = 360,000) | AlphaScreen BAZ2B-H3K14Ac peptide displacement; further: potency means the concentration at half of the fitted maximal effect; on the % scale 0 is the no-effect control and ±100 the full control effect; nearly all actives have a fitted effect of over 60% in size
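Compounds, titrated to a top concentration of 110 uM, were incubated 30 min at room temperature with preformed BAZ2B/acetyl-K14 H3 peptide complex (50 nM each). Proximity signal was measured by AlphaScreen after 20 min with beads.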
G9a inh: qHTS Assay for Inhibitors of Histone Lysine Methyltransferase G9a. Histone-lysine N-methyltransferase EHMT2 (Homo sapiens), Q96KQ7. G9a H3K9 monomethylation, AlphaScreen, 2 h. Potency, µM (top dose mostly 102 µM), inactives show at the highest dose activity, negative = inhibition, most hits filed as inhibitors. actives 8.8% (n = 350,000). AID 504332, 2011; further: potency means the concentration at half of the fitted maximal effect; on the % scale 0 is the no-effect control and ±100 the full control effect; nearly all actives have a fitted effect of over 75% in size
Target sequence (Q96KQ7 913-1193 limits assumed): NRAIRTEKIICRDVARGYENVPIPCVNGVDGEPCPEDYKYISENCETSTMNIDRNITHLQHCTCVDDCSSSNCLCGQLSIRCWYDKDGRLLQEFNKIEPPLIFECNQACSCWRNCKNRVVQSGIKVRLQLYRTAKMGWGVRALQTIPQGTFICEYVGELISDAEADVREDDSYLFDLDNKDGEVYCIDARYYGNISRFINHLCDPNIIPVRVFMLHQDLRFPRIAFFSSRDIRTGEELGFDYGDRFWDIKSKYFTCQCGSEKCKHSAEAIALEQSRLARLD
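AlphaScreen detection with an anti-monomethyl H3K9 antibody quantified product after a 2 h room-temperature reaction containing 500 nM biotinylated H3K9 peptide, 20 µM SAM and 20 nM enzyme, which had been preincubated 15 min with compound.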
GLS inhibitor: qHTS for Inhibitors of Glutaminase (GLS) | Potency, µM (highest dose often 45.5 µM), without a hit: at the top dose activity change, negative = inhibition, most hits filed as inhibitors | AID 624170, 2012 | actives 0.21% (n = 410,000) | Glutaminase kidney isoform, mitochondrial (Homo sapiens), O94925 | GLS enzymatic activity, qHTS titration; further: potency means the concentration at half of the fitted maximal effect; on the % scale 0 is the no-effect control and ±100 the full control effect
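Human kidney-isoform GLS in 45 mM KH2PO4 pH 8.2, 0.02% Tween-20, with compound, started with 1mM L-Glutamine (added stock). Glutamate oxidase/HRP/Amplex red coupled fluorescence read at start and after 30 min at RT.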
PI4K2A inh: qHTS for small molecular inhibitors of PI4K2A; Phosphatidylinositol 4-kinase type 2-alpha (Homo sapiens), Q9BTU6; activity change, negative = inhibition, % at 76.9 µM; actives 0.13% (n = 420,000); purified PI4K2A, ADP-Glo luminescence, 1 h; hits give low values; AID 1346378, 2018; in the data active means activity change below about -50%; inconclusive means mostly about -30% to -49%;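 further: -100% = wells without enzyme as full effect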
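Compounds are screened against recombinant PI4K2A using PI as substrate and ATP, the latter dispensed at 300 microM. Reactions run one hour at ambient temperature before ADP-Glo detection; full inhibition defined by wells lacking enzyme.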
Pol eta inh: qHTS for Inhibitors of Polymerase Eta | recombinant Pol eta, fluorescent DNA replication assay | Potency, µM (series often up to 114 µM), inactives show at the highest dose activity change, negative = inhibition, usual class: inhibitors | actives 1.2% (n = 390,000); further: potency means the concentration at half of the fitted maximal effect; on the % scale 0 is the no-effect control and ±100 the full control effect
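Pol eta (10 nM) was preincubated with compounds for 15 min at room temperature, after which fluorescent replication substrate (50 nM final) was added to start the reaction. Fluorescence was read kinetically at 0 and 10 min.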
Starred values were filed as active, the others as inactive; i = inactive; u = inconclusive; x = no result given; [ ] = remark or other dose. Unless noted, the call rests on the fitted dose curve; in most records, active means well fitted curve in the direction sought with a large enough effect; inconclusive means small, poorly fitted or top-dose-only effect, or another doubt; inactive means no such curve, though single readings can be large; an effect the other way counts as inactive or inconclusive.

SMILES,HP1b binding inh,JMJD2A Tudor inh,Pin1 inh,PGK inhibitor,BAZ2B inh,G9a inh,GLS inhibitor,PI4K2A inh,Pol eta inh
O=C(NCCc1ccccc1F)C1CC(=O)N(c2ccccc2)C1 (centres undefined),36%[activator],5%,0%,-7%,-9%,11%,-10%,2,-13%
CCSc1ncc(Cl)c(C(=O)Nc2sc3c(c2C(=O)NCCCOC)CCCC3)n1,35%,-19%,u,0%,4%,11%[59 µM],5%,0,-13%
O=C(NCC(=O)N1CCN(C(c2ccccc2)c2ccccc2)CC1)c1ccc(Br)o1,4%,-23%,5%,-4%,-12%,x,2%,-4,-14%
CC(C)(C)OC(=O)N/N=C\c1ccc[nH]1,27%,-10%,2%,8%,-6%,-2%,5%,3,-1%
COc1ccc(C(=O)CSc2nnc(CNC(=O)c3ccc(OC)c(OC)c3)n2C)cc1,-8%,45µM*,1%,1%,7%,-4%[12.7 µM],8%,7,-4%
Nc1c(C(=O)Nc2ccc(F)cc2)nnn1-c1cccc(C(F)(F)F)c1,18%,-9%,7%,1%,-6%,14%[59 µM],3%,-4,-3%
CCC(CN(C)C)Oc1cc(NCc2ccccc2)c2ncn(C(C)C)c2c1 (centres undefined),8%,89µM*,u,3%,x,x,34%[activator],u,-17%
Cc1ccc(CNS(=O)(=O)c2ccc3c(c2)n(C)c(=O)c(=O)n3C)cc1,33%,-4%,0%,8%,-13%,-31%,1%,-1,3%
O=C(C1CCN(S(=O)(=O)c2c(Cl)cccc2Cl)CC1)N1CCCCCCC1,24%,-13%,-1%,3%,13%,u,-3%,-1,3%
COc1ccc(-c2nn(-c3ccccc3)cc2C(=O)N2CCOCC2)cc1,15%,-11%,1%,x,-29%,-1%,-2%,-1,-9%
CCC1Oc2ccccc2N(CC(=O)NCCN2C(C)CCCC2C)C1=O (centres undefined),45%[activator],-15%,-1%,3%,-2%,2%[59 µM],-6%,-5,-7%
C=CCn1c(SCC(=O)c2cccs2)nc2sc(C)c(C)c2c1=O,27%,-10%,14%,-8%,11%,-14%[59 µM],-2%,-2,13%
COc1cc(C(=O)Nc2ccc(-c3nc4cc(C)ccc4o3)c(O)c2)cc(OC)c1OC,45%[activator],6%,-3%,i,22%,84%[activator],0%,-1,3%
Cc1ccc(Oc2ccc(OCC(=O)NC(C)C(=O)O)cc2)cc1 (centres undefined),25%,-21%,1%,-7%,13%,-13%,4%,2,-6%
Cn1cccc1CC(=O)NNC(=S)NC(=O)c1ccccc1Br,-5%,-22%,-12%,-7%,0%,18µM*,33%[activator],-9,-9%
CC(C)CN(C(=O)COC(=O)CCCc1c[nH]c2ccccc12)c1c(N)n(Cc2ccccc2)c(=O)[nH]c1=O,19%,-12%,2%,1%,-9%,x,13%,2,1%
Cc1ccnc(NC(=O)c2cccc(NC(=O)Cc3ccccc3)c2)c1,39%[activator],-5%,-2%,-9%,-2%,x,6%,-15,-22%
Cn1c(Cn2c(=O)sc3ccccc32)nnc1SCc1ccc(F)cc1,38%,-3%,-2%,-6%,0%,-4%[59 µM],-5%,6,-11%
COc1ccc(Cl)cc1S(=O)(=O)N1CCN(CC(=O)C(C)(C)C)CC1,8%,-8%[11.4 µM],-9%,i,10%,45µM*,-11%,-1,-14%
C/C(=N\NC(=O)c1ccc(Cn2cc(Br)cn2)o1)c1cccc(NC(=O)C(C)(C)C)c1,14%,-12%,3%,5%,-3%,10%,-1%,1,-10%
Cc1ccc(C(=O)CN(C(=O)c2ccc(Cl)cc2)N2C(=O)CCC2=O)cc1,11%,-19%,1%,-3%,-3%,u,17%,-1,-17%
COC(=O)c1ccccc1NC(=O)N1CCC(N2CCN(Cc3ccc(F)cc3)C(=O)C2=O)CC1,-3%,-15%,-3%,-4%,-3%,-1%[59 µM],-6%,3,-16%
C=CCNc1cccc(Br)c1,54%[activator],6%,-2%,-1%,x,x,13%,1,-14%
Cc1ccc(-n2c(=O)c3cccnc3n2CC(=O)Nc2cc(Cl)ccc2C)cc1,5%,-18%,6%,-8%,-2%,-2%[59 µM],2%,-3,-15%
Cc1onc(-c2ccccc2)c1CNS(=O)(=O)c1cccc(Br)c1,36%[activator],10%,0%,1%,4%,x,2%,3,-26%
Clc1ccc(/C=C/c2nc(Cl)c(-c3ccc(Cl)cc3)c(Cl)n2)cc1,60%[activator],29%,0%,-10%,11%,73%[activator],1%,-4,-23%
O=S(=O)(NCc1cccnc1)c1cccn1-c1ncc(C(F)(F)F)cc1Cl,22%,-7%,-10%,-9%,-15%,21%,7%,-1,-17%
CC(=O)Nc1nc2ccc(C(=O)NCCOC(=O)C3CCCCC3)cc2s1,40%[activator],-5%,-9%,1%,-14%,-32%,1%,1,11%
CCOc1ccc(-n2cc(C(=O)Nc3cccc(Cl)c3)c3cc(OC)c(OC)cc3c2=O)cc1,15%,-20%,6%,-5%,-27%,-19%,2%,-2,-9%
CC1CN(C(=O)CSc2nc(-c3ccccc3)cs2)CC(C)O1 (centres undefined),50%[activator],4%,5%,-3%,-3%,u,5%,2,-11%
CC(=O)Nc1ccccc1C(=O)C(=O)Nc1cccc(C(=O)N2CC(C)CC(C)C2)c1 (centres undefined),23%,-16%,-1%,0%,-3%,6%,-3%,1,-19%
COc1ccc(CNS(=O)(=O)NCc2ccc(OC)c(OC)c2)cc1OC,16%,3%,-1%,i,0%,0%,1%,-5,-10%
Cc1ccc2nc(-c3ccc4c(c3)OCCO4)cn2c1,30%,-12%,u,-20%,-27%,-5%,-9%,-11,-17%
CCOc1ccc(S(=O)(=O)N(CC(=O)NC2CCCCC2C)Cc2ccco2)cc1 (centres undefined),27%,-3%,0%,-2%,10%,11%[59 µM],2%,1,-7%
COC(=O)c1ccc(NC(=O)n2ncc3c(C)cccc32)cc1,40%[activator],-1%,-6%,-6%,-15%,-39%[59 µM],-1%,0,-26%
COc1ccc(-c2cn3ccc4ccccc4c3n2)cc1,2%,-8%,u,-3%,8%,-7%[59 µM],1%,0,1%
Cc1cc(C)nc(OC(C(=O)O)C(OCCc2ccccc2)(c2ccccc2)c2ccccc2)n1 (centres undefined),21%,-10%,0%,0%,-15%,x,0%,2,0%
COC(=O)c1c(NC(=O)CCCC(=O)O)sc2c1CCC2,7%,-2%,-1%,-4%,-34%,33%[2.33 µM],-3%,4,u
CN(C)/C=C1\N=C(c2cccnc2Oc2ccc(Cl)cc2)OC1=O,4%,-12%,u,10%,u,x,u,1,-17%
O=S1(=O)C=C(Sc2nc3cc(Cl)ccc3o2)c2ccccc21,-11%,u,28%,-3%,-24%,45µM*,-4%,13,u

Reformatted with values under each structure: part of the list above.
Order of results – HP1b binding inh | JMJD2A Tudor inh | Pin1 inh | PGK inhibitor | BAZ2B inh | G9a inh | GLS inhibitor | PI4K2A inh | Pol eta inh
CCOc1ccc(S(=O)(=O)N(CC(=O)NC2CCCCC2C)Cc2ccco2)cc1 (centres undefined)
    27% | -3% | 0% | -2% | 10% | 11%[59 µM] | 2% | 1 | -7%
COC(=O)c1c(NC(=O)CCCC(=O)O)sc2c1CCC2
    7% | -2% | -1% | -4% | -34% | 33%[2.33 µM] | -3% | 4 | u

More records
SMILES,HP1b binding inh,JMJD2A Tudor inh,Pin1 inh,PGK inhibitor,BAZ2B inh,G9a inh,GLS inhibitor,PI4K2A inh,Pol eta inh
COc1ccc(C(=O)OCC(=O)Nc2c(C)n(C)n(-c3ccccc3)c2=O)cc1,41%[activator],4%,2%,i,x,x,-2%,-7,-4%
COc1cccc(NC(=O)C2C3CCC4C(CCC32)C4(Cl)Cl)c1 (centres undefined),31%,-12%,3%,i,11%,13%,2%,-2,-10%
COC(=O)c1ccccc1NC(=O)COC(=O)c1ccccc1N=Nc1ccc(N(C)C)cc1,u,32µM*,-2%,-14%,8.9µM*,8.9µM*,13%,-1,-16%
Cc1ccc(-n2ncc3c(N4CCN(c5ccccc5)CC4)ncnc32)c(C)c1,12%,-19%,-1%,-5%,7%,2%[2.33 µM],19%,0,-3%
O=c1c2ccccc2c(-c2ccccc2)nn1Cc1ccc(Cl)cc1,87%,49%[activator],1%,-2%,10%,90%[activator],-4%,3,-14%
Cc1c(CCO)c(=O)n2c([nH]c3ccccc32)c1C#N,38%,-4%,-7%,-4%,-11%,-8%,43%[activator],-7,-15%
CC(=O)Oc1ccc(C(=O)Nn2cnnc2)cc1,12%,-12%,19%,-1%,x,x,6%,-4,3%
Cc1cc(C(F)(F)F)nn1Cc1ccc(C(=O)NCc2ccco2)o1,31%,-29%,0%,17%,19%,u,-3%,4,-19%
COc1ccc(S(=O)(=O)Nc2ccc(C)cn2)cc1,30%,-13%,-2%,-1%,0%,11%[59 µM],13%,1,-1%
CCOc1ccccc1-c1cc(C(=O)Nc2ccc(C(=O)O)cc2)c2ccccc2n1,3%,u,1%,-3%,u,u,-4%,0,u

Only part of the results is shown; the hit share may differ from the screen's.
